PHOSPHO1 block: inhibitors of human PHOSPHO1 phosphatase | recombinant PHOSPHO1, absorbance phosphatase assay | hit rate 1.1% among 290,000 | inhibition, % at 13.3 µM; in the data active = inhibition above about 60%
Target sequence (Q8TCT1 whole entry, looked up): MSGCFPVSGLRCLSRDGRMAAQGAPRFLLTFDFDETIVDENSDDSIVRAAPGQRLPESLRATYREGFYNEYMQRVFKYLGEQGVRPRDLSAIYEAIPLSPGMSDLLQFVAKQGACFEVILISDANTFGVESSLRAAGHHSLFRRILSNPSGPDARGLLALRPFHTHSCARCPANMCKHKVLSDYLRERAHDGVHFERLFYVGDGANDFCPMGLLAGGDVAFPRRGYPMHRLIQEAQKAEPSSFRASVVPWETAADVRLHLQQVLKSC
M18AAP inhibitor: PfM18AAP enzyme inhibition. recombinant PfM18AAP, H-Glu-NHMec fluorogenic cleavage. inhibition, % at 7.35 µM. hit rate 1.2% among 290,000. AID 1822;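 active = inhibition above the campaign mean inhibition over all tested compounds plus 3 SD, cut at about 28% in these data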;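 note: 0% = plate median of test compound wells and 100% = 2 mM ZnCl2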
MEKK3 PB1 HTS: MEKK3-MEK5 PB1 interaction, increase or decrease | bead-based flow cytometry, Alexa488-MEK5 binding to MEKK3; actives lie on both sides; 0 = blocked by unlabeled MEK5, 100 = vehicle | hit rate 1.4% among 290,000 | binding response (% of control), % at 10 µM | Q99759;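 active = binding response more than 3 SD above or below the average of its plate-row segment, actives on both sides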;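 note: Alexa488 bead fluorescence after subtracting the streptavidin-only scavenger bead signal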
Target sequence (Q99759 whole entry, looked up): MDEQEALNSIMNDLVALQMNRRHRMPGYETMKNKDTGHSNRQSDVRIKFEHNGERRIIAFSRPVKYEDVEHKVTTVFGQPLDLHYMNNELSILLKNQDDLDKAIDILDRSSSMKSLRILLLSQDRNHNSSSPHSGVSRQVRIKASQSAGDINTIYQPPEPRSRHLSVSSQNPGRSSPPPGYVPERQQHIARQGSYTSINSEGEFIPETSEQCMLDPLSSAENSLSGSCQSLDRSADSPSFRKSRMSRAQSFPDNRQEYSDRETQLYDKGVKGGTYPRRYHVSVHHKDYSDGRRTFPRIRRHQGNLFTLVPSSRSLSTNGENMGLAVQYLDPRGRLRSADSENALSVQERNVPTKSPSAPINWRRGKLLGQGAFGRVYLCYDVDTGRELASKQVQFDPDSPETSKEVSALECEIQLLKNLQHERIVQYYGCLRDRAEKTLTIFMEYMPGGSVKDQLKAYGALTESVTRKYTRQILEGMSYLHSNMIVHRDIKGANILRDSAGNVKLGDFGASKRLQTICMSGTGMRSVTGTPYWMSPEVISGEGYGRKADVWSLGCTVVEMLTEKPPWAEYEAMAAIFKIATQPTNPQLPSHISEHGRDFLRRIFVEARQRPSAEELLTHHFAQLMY
MEKK2mut PB1 HTS: signal of MEK5 binding to mutant human MEKK2 PB1 domain. bead flow cytometry, Alexa488-MEK5 binding to MEKK2 mutant. percent response, % at 10 µM. hit rate 0.35% among 290,000; in the data active = percent response above about 24%, passing the limit was not always enough; note: inactives centre near 1; some results filed as inactive read as strong as hits; reference of the scale not given here
GPR7 antagonist: blocks human GPR7 receptor signaling. AID 1861. inhibition, % at 4.4 µM. GPR7-expressing cells, fluorescence antagonist assay. P48145. hit rate 1.1% among 290,000; in the data active = inhibition above about 16%, passing the limit was not always enough;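 note: cells stimulated with the agonist NPW; 0% = agonist with vehicle and 100% = vehicle without agonist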
OXTR ag: human OXTR agonism; CHO-OTR cells, Fluo-8 calcium fluorescence; normalized: DMSO 0%, oxytocin 100%; activation, % at 3 µM; hit rate 0.32% among 320,000; AID 2435;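 active = activation above the mean of all tested compounds plus 3 SD, cutoff set per screening run, cut at about 20% in these data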;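 note: peak over basal fluorescence ratio from a 100 s FLIPR kinetic read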
MEKK2 WT-MEK5: raises or lowers MEK5 binding to wildtype human MEKK2 PB1 domain; AID 1531; bead flow cytometry, Alexa488-MEK5 binding to MEKK2 WT; actives lie on both sides; Q9Y2U5; binding response (% of control), % at 10 µM; hit rate 1.1% among 290,000; in the data active = binding response below about 67% or above about 130%
NALP1 inh: blocks the NALP1 inflammasome reconstituted in yeast | AID 2071 | hit rate 0.61% among 280,000 | S. cerevisiae NALP1/ASC/caspase-1 growth, X-gal OD620, 72 h | inhibition, % at 10 µM; in the data active = inhibition mostly above about 24%, no sharp cut-off; inactive = mostly below about 32%; note: some compounds called inactive have numbers as strong as hits
DNA FID counter: counter-screen for HCV NS3 helicase inhibitors: DNA intercalator displacement; inhibition, % at 7.9 µM; DNA fluorescent intercalator displacement, fluorescence; hit rate 0.17% among 290,000; in the data active = inhibition above about 37%;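 note: 0% = vehicle and 100% = reference compound; higher means more ethidium bromide displaced from hairpin DNA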
* marks the source's active call; other numbers are inactive results; x = not tested or not shown.

Values run as follows: PHOSPHO1 block	M18AAP inhibitor	MEKK3 PB1 HTS	MEKK2mut PB1 HTS	GPR7 antagonist	OXTR ag	MEKK2 WT-MEK5	NALP1 inh	DNA FID counter
1: Cc1cc2oc(=O)cc(CN3CCCCC3C)c2c(C)c1Cl (stereo not given)
 : 0	6	102	-2	-9	-0.4	95	18	-7
2: NC(=O)C1CCN(C(=O)CSc2nc(O)cc(=O)[nH]2)CC1
 : 34	-7	105	3	-14	-0.1	102	1	3
3: COc1cc(OC)c(/C=C2\SC(=O)N(CC(=O)Nc3ccccc3F)C2=O)c(OC)c1
 : 20	-6	110	5	-1	0.3	107	26	-18
4: O=S(=O)(Cc1ccccc1)c1nc2ccccc2n1Cc1ccccn1
 : -13	-1	102	2	-4	-0.6	94	12	-11
5: CCn1nc(C)c([N+](=O)[O-])c1C(=O)NNC(=O)c1ccc(Cl)cc1
 : 27	-9	97	-16	-6	-2.4	93	12	2
6: CC1Cc2nc(SCC(=O)NCc3ccco3)n(Cc3ccccc3)c(=O)c2S1 (stereo not given)
 : -9	-2	111	9	-4	-1.8	114	-3	-14
7: CCC1Sc2ccccc2N(CC(=O)NC2CCCC2)C1=O (stereo not given)
 : 12	1	92	-2	5	-1.3	94	-7	-9
8: COc1ccc2cc3c(N)nn(C(=O)c4ccccc4Cl)c3nc2c1
 : 51	0	97	3	-14	-1.7	100	x	-12
9: COc1ccccc1N(CC(=O)NCCSCc1ccccc1)S(=O)(=O)c1ccc(C)cc1
 : 42	-8	102	0	-7	2.1	102	11	-40
10: Cc1ccccc1NC(=O)c1cc2c(=O)n3cccc(C)c3nc2s1
 : 6	-3	100	3	-6	0.7	92	4	-3
11: CCn1c2ccccc2c2nnc(SCC(=O)NCc3cccs3)nc21
 : -6	2	99	0	-10	-2.1	99	0	-14
12: O=C(CSc1ncn[nH]1)NCCOc1ccccc1
 : -4	11	107	10	-12	0.2	110	-7	8
13: COC(=O)c1ccc[n+](CC(=O)c2ccc(Br)cc2)c1
 : -4	-7	102	-1	-5	0.0	100	33	-3
14: CCOC(=O)C1C(c2ccc3c(c2)OCO3)NC(=O)NC1(O)C(F)(F)F (stereo not given)
 : 5	15	104	4	3	1.8	101	13	-2
15: CC(=O)NC1(C(F)(F)F)C(=O)Nc2c1c(=O)[nH]c(=O)n2CCc1ccccc1 (stereo not given)
 : 28	-9	99	2	-10	1.3	100	16	-2
16: COc1ccccc1C(=O)Nc1cccc2nc(C)ccc12
 : -26	-1	96	2	-21	-0.8	101	10	-7
17: Cc1ccc(N2CC(C(=O)Nc3ccc4c(c3)OCCO4)CC2=O)cc1C (stereo not given)
 : -21	0	106	5	-4	-0.5	111	8	-30
18: CCS(=O)(=O)c1ccc(N=Nc2ccc(O)c3ncccc23)c(OC)c1
 : 14	11	131*	0	-8	x	108	12	-4
19: CCN(CC(=O)Nc1ccc([N+](=O)[O-])cc1OC)CC(=O)NC(C)(C)C
 : 8	4	98	-2	-1	-1.5	92	7	-6
20: COc1ccc(CCN2C(=O)CSC2c2ccc(F)cc2)cc1 (stereo not given)
 : 33	6	102	3	20	-1.6	104	27	-22
21: CC(=O)c1cccc(NS(=O)(=O)c2csc(C(N)=O)c2)c1
 : 15	-1	101	3	-5	-0.1	104	18	1
22: COc1ccc(-c2nnc(SCc3nnc(-c4ccc(Cl)cc4)o3)n2-c2ccccc2)cc1
 : -3	-2	102	-3	-14	1.3	99	24	-15
23: COc1cc2c(cc1NC(=O)C(C)Sc1ccc(NC(C)=O)cc1)oc1ccccc12 (stereo not given)
 : -6	1	93	-4	16	10	93	21	-4
24: Cn1c(=O)oc2cc(S(=O)(=O)CCC(=O)NCCc3ccccc3)ccc21
 : -4	4	104	3	6	-1.2	104	-1	-5
25: CSc1nc(SCC(=O)O)c2sc3nc(-c4ccccc4)c4c(c3c2n1)CCC4
 : -44	-11	94	-10	9	x	92	-26	-14
26: c1ccc(CCc2nn3c(C4COc5ccccc5O4)nnc3s2)cc1 (stereo not given)
 : 42	2	102	4	0	-1.1	103	-7	-31
27: NS(=O)(=O)c1ccc(CCNC(=O)c2ccc(Cn3c(=O)[nH]c4ccccc4c3=O)cc2)cc1
 : 32	2	103	-6	-9	0.0	96	0	-8
28: CCOC(=O)c1ccc(-n2c(=O)[nH]c3ccccc3c2=O)cc1
 : 12	-2	106	3	9	0.7	110	7	-1
29: COc1ccccc1N(CC(=O)Nc1cccc(C(F)(F)F)c1)S(C)(=O)=O
 : 31	-1	97	-2	6	2.5	96	13	-5
30: Cc1cccc(NC(=O)c2ccc(S(=O)(=O)N3CCCCC3)cc2)n1
 : 27	x	107	6	x	-0.2	97	8	x

(more compounds)
Values run as follows: PHOSPHO1 block	M18AAP inhibitor	MEKK3 PB1 HTS	MEKK2mut PB1 HTS	GPR7 antagonist	OXTR ag	MEKK2 WT-MEK5	NALP1 inh	DNA FID counter
31: CCN(CC)S(=O)(=O)c1ccc2nc(SC)sc2c1
 : -1	7	100	4	-1	-1.1	101	17	-4
32: O=C(NCc1ccccn1)C1CCN(Cc2cccc(OCc3ccccc3)c2)CC1
 : -23	1	98	2	-4	-1.2	105	37	6
33: Cc1cc(/C=C2\SC(=S)N(C)C2=O)c(C)n1-c1ccc(O)cc1
 : 28	14	98	4	-5	4.4	92	-13	9
34: c1ccc(Cn2nnc3ccccc32)cc1
 : 24	4	107	10	-10	-0.7	111	8	-2
35: CCCc1ccc(OCc2nc(-c3ccc(NC(=O)c4ccco4)cc3)no2)cc1
 : 7	-3	106	1	-4	0.2	104	0	-3
36: CC(C)n1nnnc1SCC(=O)NCc1cccs1
 : 0	0	105	5	-6	0.1	108	26	0
37: C=CCNc1nc(=S)[nH]c2cc(OC)c(OC)cc12
 : -180	6	101	-3	-13	0.1	90	-18	1
38: O=C(COc1ccc(Br)cc1CNC1CCCC1)Nc1ccccc1
 : 8	0	109	8	11	5.9	132	-9	19
39: COCCNC(=O)CCc1nc(-c2ccccc2)no1
 : 0	-1	101	-9	-13	-0.3	99	2	1
40: C=CCOc1ccc(/C=C2\SC(=S)N(CCC(=O)O)C2=O)cc1
 : 36	-7	73	-16	16	-0.5	77	x	-23
41: COCc1c(C(C)C)nc(C(C)C)c(/C=C/[C@@H](O)C[C@@H](O)CC(=O)O)c1-c1ccc(F)cc1
 : x	x	117	5	x	-0.7	115	x	x
42: Cc1nc2ccccc2n1C(C)c1ccccc1 (stereo not given)
 : 14	-1	104	1	5	0.0	104	31	-4
43: Cc1ccc(-n2nnnc2CSc2nnc(-c3ccc(O)cc3)o2)cc1
 : -27	3	109	0	6	7.1	102	24	-12
44: O=S(=O)(c1cccc(-c2csc(N/N=C/c3ccco3)n2)c1)N1CCOCC1
 : 20	4	102	0	0	0.3	100	11	-16
45: COc1cc(/C=N/N(C)C)ccc1OC(=O)c1cccs1
 : 36	2	65	-12	3	-2.0	73	12	-4
46: C/C(=N\Nc1nccnc1Cl)c1ccc(Br)cc1
 : 34	6	98	4	-4	x	102	-1	-13
47: O=C(CN1CCc2[nH]c3ccccc3c2C1)N1CCCCC1
 : -23	-4	98	1	-17	-0.3	110	-2	-3
48: CCc1nnc(NC(=O)C2CCCO2)s1 (stereo not given)
 : -3	-13	97	-7	8	-0.5	85	10	-3
49: Fc1ccc(Br)cc1C1C=C(c2cccnc2)Nc2ncnn21 (stereo not given)
 : 2	12	94	-9	0	0.0	93	-12	-7
50: O=C1C(Cl)=C(NC2CCCCC2)C(=O)N1c1ccc(Cl)cc1
 : -1	-8	99	-1	1	-2.7	98	28	0
51: CC(C)NC(=O)NC(=O)CSc1nnc(COc2ccccc2F)n1C(C)C1CC2CCC1C2 (stereo not given)
 : 15	2	111	3	32*	-1.5	103	15	-33
52: Cc1nc2c3ccccc3nc(NNC(=O)CCC(=O)NCCN3CCN(c4ccccc4)CC3)n2n1
 : 20	11	97	0	-7	0.1	93	5	4
53: O=C(Nc1cccc(F)c1)c1cccc2c1C(=O)N(C1CCCCC1)C2
 : 29	-8	99	-8	3	0.7	98	24	-14
54: Cc1nn(CCC#N)c2nc(C(F)(F)F)[nH]c(=O)c12
 : 3	4	106	12	1	0.3	103	22	-10
55: Cc1[nH]c2ccccc2c1C(=O)NS(=O)(=O)Nc1ccc(F)cc1
 : 24	-3	100	0	-6	0.3	97	4	3
56: O/N=C1\CCCC\C1=C/c1ccccc1
 : 9	1	100	2	-8	-2.5	101	18	-4
57: CCN1CCN(c2nc(Nc3cccc(OC)c3)nc(N)c2[N+](=O)[O-])CC1
 : 28	2	106	6	-9	-1.3	112	-4	0
58: COc1cccc2c1CCc1c-2nc2ccccc2c1C(=O)O
 : 5	-1	105	0	6	-0.1	103	6	-3
59: Cc1cccnc1NC1CCCCC1
 : -11	0	94	-13	-17	0.5	96	1	-14
60: CC1CCCCC1NC(=O)/C(C#N)=C/c1ccccc1F (stereo not given)
 : -3	14	100	-2	-8	-1.3	97	62	-1

Continued.
Values run as follows: PHOSPHO1 block	M18AAP inhibitor	MEKK3 PB1 HTS	MEKK2mut PB1 HTS	GPR7 antagonist	OXTR ag	MEKK2 WT-MEK5	NALP1 inh	DNA FID counter
61: O=C1CC(c2ccc3c(c2)OCCO3)Oc2ccccc21 (stereo not given)
 : 11	-4	95	-2	12	-1.0	102	26	-20
62: CCC(=O)Nc1ccc(C(=O)OCc2ccccc2Cl)cc1
 : 28	1	98	0	0	1.5	101	-18	-14
63: Cc1ccc(-n2nnc3c(=O)n(CC(=O)NCc4ccccc4)cnc32)cc1
 : 25	-5	109	7	-12	-0.6	108	0	-1
64: CCC(C)(C)n1nnnc1C(c1cccs1)N1CCN(c2nc3ccccc3s2)CC1 (stereo not given)
 : 6	1	105	2	-4	-1.2	95	-34	0
65: COc1ccc2c(=O)cc(-c3ccccc3)n(C)c2c1
 : -10	8	108	3	-2	-1.4	100	-88	-13
66: O=C(Nc1ccccc1Cl)NC1(C(=O)NCc2cccnc2)CCCCC1
 : 18	13	101	2	-10	0.2	99	-7	-15
67: O=C(c1sc2cc(F)ccc2c1Cl)N1CCN(c2cccc(Cl)c2)CC1
 : -34	-1	104	21	2	-0.7	106	31	2
68: O=C(CS(=O)c1cccc(C(F)(F)F)c1)Nc1ccccc1Cl (stereo not given)
 : 7	0	100	1	-3	-1.1	99	-5	-2
69: c1ccc2[nH]c(C3CC3)nc2c1
 : 24	3	96	-5	7	0.6	94	-3	-1
70: Cc1ccc(C2=Nc3ccccc3SC(c3cccc([N+](=O)[O-])c3)C2)cc1 (stereo not given)
 : 26	33*	73	2	12	-2.0	107	17	-2
71: O=[N+]([O-])c1ccc(CN2CCN(c3ccccc3)CC2)o1
 : 29	5	122*	16	-7	-0.1	128	16	4
72: CC1CC(C)(C)NC(=S)N1CC(=O)N(C)Cc1ccccc1 (stereo not given)
 : -12	3	99	0	-5	-0.6	109	22	-15
73: COc1cccc(-c2cc(C(=O)NCCCn3ccnc3)no2)c1
 : 3	-1	101	-7	-4	-1.4	95	13	2
74: CNC(=S)N1CCC(NC(=O)c2ccco2)CC1
 : 30	4	117	10	-5	0.2	104	x	-8
75: COC(=O)c1ccc(C(=O)OC)c(NC(=O)CCC(=O)O)c1
 : -5	-6	95	-3	4	1.4	97	17	3
76: COc1ccc(NC(=O)C2CCN(S(=O)(=O)c3cn(C)nc3C)CC2)cc1
 : 32	-1	102	-1	-1	0.8	101	7	-9
77: Cc1ccc(N/N=C/c2ccc3c(c2)OCCO3)cc1Cl
 : -6	18	96	-1	0	0.4	92	13	-2
78: NC(=O)c1c(NC(=S)Nc2ccccc2)sc2c1CCCC2
 : -9	26	102	2	-16	-0.4	102	1	-5
79: COc1ccccc1NC(=S)Nc1ccccc1F
 : 18	-2	104	2	5	1.0	104	30	1

Source: PubChem
